Eya2 phos inh: inhibitors of human Eya2 phosphatase activity; Potency, µM (highest dose often 76.9 µM), inactives show at the top dose activity, negative = inhibition, usual class: inhibitors; AID 488837; recombinant Eya2, OMFP fluorescence dephosphorylation (OMFP is methylfluorescein phosphate); 330,000 compounds, 0.006% hits; further: potency means the concentration at half of the fitted maximal effect
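Eya2 (0.2 uM) preincubated 10 min at ambient with compound, then OMFP substrate added at 50 uM; 10 min reaction in 50 mM HEPES pH 7.5, 50 mM NaCl, 5 uM MgCl2, 0.05% BSA, 1 mM DTT. Fluorescence read at Ex 485/Em 525 nm.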
PKM2 activator: increases activity of human pyruvate kinase M2 | 260,000 compounds, 0.34% hits | Potency, µM (series often up to 57.5 µM), without a hit: at the top dose activation, most hits filed as activators | purified PKM2, Kinase-Glo ATP luminescence, activation; response scale: 0% is enzyme alone, no compound; further: potency means the concentration at half of the fitted maximal effect; nearly all actives have a fitted effect of over 55% in size
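ATP formation by purified human PK-M2, quantified via coupled luciferase luminescence after 1 h at room temperature with 0.1 mM ADP and 0.5 mM PEP final.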
Giardia killer: kills Giardia lamblia; Giardia lamblia trophozoite viability; activity change, % at 7.66 µM, hits read low; 340,000 compounds, 0.15% hits; in the data active means activity change below about -80%; inconclusive means between about -30% and that limit;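 further: parasites exposed to compound for two days anaerobically before the ATP read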
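Each well holds 100 Giardia trophozoites and compound. After two days (48 hrs) at 37 deg C in anaerobic conditions, ATP is quantified by luminescence.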
GALK inh: galactokinase (human) inhibition. Purified GALK, Kinase-Glo residual ATP luminescence. Potency, µM (highest dose often 57.5 µM), inactives show at the top dose activity change, negative = inhibition, hits mostly inhibitors. AID 1868. 270,000 compounds, 0.007% hits. P51570; further: potency means the concentration at half of the fitted maximal effect
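Quantitative HTS: GALK 5 nM, ATP 35 uM, galactose 100 uM, 1 h room temperature, then luciferase-based ATP detection.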
FBPA coupling cs: coupling enzyme interference in Giardia aldolase counter-screen | coupling enzyme system counterscreen, AmpLite Red fluorescence | activity change, negative = inhibition, % at 58.2 µM, hits read low | 290,000 compounds, 0.67% hits | AID 2472; in the data active means activity change below about -30%
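Compounds tested against the coupling enzymes alone at 57.5 uM final; readout was AmpLite Red fluorescence (525/598 nm) after 20 min at RT.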
USP2a block: USP2a (human) protease inhibition | O75604 | Potency, µM (doses to about 38.3 µM), for the others: at the highest dose activity change, negative = inhibition, hits mostly inhibitors | 330,000 compounds, 0.01% hits | USP2 core, Ub-CHOP2 coupled fluorogenic reporter, 485/531;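 further: potency means the concentration at half of the fitted maximal effect; plate controls were DMSO wells for no effect and full inhibition by NEM control for full effect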
Target sequence (O75604 whole entry, looked up): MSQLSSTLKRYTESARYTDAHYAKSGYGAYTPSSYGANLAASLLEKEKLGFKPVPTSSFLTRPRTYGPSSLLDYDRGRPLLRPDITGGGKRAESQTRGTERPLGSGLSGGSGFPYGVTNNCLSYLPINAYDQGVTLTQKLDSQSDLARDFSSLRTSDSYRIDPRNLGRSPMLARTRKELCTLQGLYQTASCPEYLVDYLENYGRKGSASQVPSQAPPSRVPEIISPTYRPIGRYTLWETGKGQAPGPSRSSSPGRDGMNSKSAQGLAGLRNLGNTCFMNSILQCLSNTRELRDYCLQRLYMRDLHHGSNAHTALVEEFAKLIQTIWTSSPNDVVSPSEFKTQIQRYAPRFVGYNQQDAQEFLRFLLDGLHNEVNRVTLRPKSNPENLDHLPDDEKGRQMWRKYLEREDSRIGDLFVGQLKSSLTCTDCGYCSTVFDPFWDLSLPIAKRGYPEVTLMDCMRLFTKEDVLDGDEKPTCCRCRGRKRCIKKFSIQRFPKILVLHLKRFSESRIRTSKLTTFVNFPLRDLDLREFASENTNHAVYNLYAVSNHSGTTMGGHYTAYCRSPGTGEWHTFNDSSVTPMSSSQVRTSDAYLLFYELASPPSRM
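Cell-free coupled assay: 10nM USP2 core preincubated 30min RT with compound in Tris-HCl pH 8.0/CaCl2/CHAPS buffer, then 25nM Ub-CHOP2 and 25nM reporter substrate; fluorescence (Ex 485/Em 531) read after 60min RT, normalized to NEM inhibition, concentration-response curves fitted.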
BCR signal inh: chronic active BCR signaling inhibition | ABC-DLBCL IkBa-CBG/CBR reporter, luminescence ratio, 4 h | Potency, µM (titrated, usually from 46.1 µM), for the others: at the highest dose ratio change, negative = lower green/red ratio, most hits filed as inhibitors | 340,000 compounds, 0.05% hits | AID 493014; active means well fitted inhibition curve with a large enough effect in the signal ratio, with a control signal flat, not every such curve was filed as active; inconclusive means small, poorly fitted or top-dose-only effect, or effect the other way, or a change in a side signal; the % refers to the signal ratio;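 further: potency means the concentration at half of the fitted maximal effect; plate controls were basal doxycycline-induced cells for no effect and cells given 10 µM MG132 for full effect; MG132 reads +100%, hits lower the ratio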
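Cell line TMD8 (human ABC DLBCL), stably expressing tet-inducible CBG68-IkBa fusion and CBR; IMDM/0.5% FBS; cpd up to 46 uM; dox induction, 4 h, 37C/5% CO2; dual luminescence; green/red ratio; MG132 control.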
B2AR arrestin: agonists driving beta-arrestin recruitment to human beta2-adrenergic receptor | P07550 | beta-arrestin recruitment to beta2AR, cell-based reporter | Potency, µM (series often up to 46.1 µM), for the others: at the top dose activation, usual class: activators | 330,000 compounds, 0.02% hits;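 further: potency means the concentration at half of the fitted maximal effect; 0% = DMSO controls and full agonism = EC100 isoproterenol or metaproterenol; nearly all actives have a fitted effect of over 65% in size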
Target sequence (P07550 whole entry, looked up): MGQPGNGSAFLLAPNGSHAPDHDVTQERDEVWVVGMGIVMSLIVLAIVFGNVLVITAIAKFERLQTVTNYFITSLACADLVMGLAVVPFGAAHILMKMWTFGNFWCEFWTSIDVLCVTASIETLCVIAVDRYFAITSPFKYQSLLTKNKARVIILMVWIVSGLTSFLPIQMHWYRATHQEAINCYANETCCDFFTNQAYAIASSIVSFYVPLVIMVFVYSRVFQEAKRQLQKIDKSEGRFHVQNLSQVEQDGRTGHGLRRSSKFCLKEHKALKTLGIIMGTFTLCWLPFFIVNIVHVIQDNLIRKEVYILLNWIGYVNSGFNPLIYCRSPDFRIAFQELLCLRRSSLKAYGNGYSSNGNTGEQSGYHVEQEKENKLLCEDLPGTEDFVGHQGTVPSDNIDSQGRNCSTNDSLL
KCNH2 3.1 inh: inhibitors of human KCNH2 3.1 potassium channel isoform; U2OS KCNH2 3.1, thallium flux FluxOr; stronger effect = lower value; activity change, % (tested at about 1.8 µM); 340,000 compounds, 0.95% hits;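 active means maximum activity change below -70%; inconclusive means maximum activity change from -70% to -50%; inactive means maximum activity change above -50%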;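 further: thallium influx rate constant from kinetic fluorescence after stimulation buffer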
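Steps: virus added to U2OS suspension (4 h, RT, dark); medium with 10% FBS added, cells plated, 37 C overnight; FluxOr/Red40 loading buffer 45 min RT; stimulation buffer, 2 min kinetic read; rate constant normalized.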
hERG WT inh: KCNH2 (human, wildtype) channel inhibition | U2OS, BacMam KCNH2, thallium flux FluxOr; stronger effect = lower value | AID 720551 | 340,000 compounds, 0.37% hits | activity change, % at 1.84 µM;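 active means maximum activity change below -70%; inconclusive means maximum activity change between -70% and -50%; inactive means maximum activity change above -50%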
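U2OS cells were transduced with wild-type KCNH2 virus (2.03 x 10^8 / mL) for 4 h at room temperature, then cultured overnight at 37 C. Thallium flux was read with FluxOr dye. Rate constants were normalized to DMSO controls.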
uPA generation: blocks generation of uPA at the cell surface | cell surface uPA generation assay, qHTS | Potency, µM (titrated, usually from 38.3 µM), for inactives: at the top dose activity change, negative = inhibition, usual class: inhibitors | 330,000 compounds, 0.31% hits; active means well fitted inhibition curve with a large enough effect; inconclusive means small, poorly fitted or top-dose-only effect; inactive means no such curve, though single readings can be large or run the other way; tested in mouse RAW 264.7 cells; further: potency means the concentration at half of the fitted maximal effect; nearly all actives have a fitted effect of over 55% in size
* = called active by the depositor; ? = inconclusive; . = not tested or not shown; & = joins results of further samples; [ ] = remark or other dose. Unless noted, the call rests on the fitted dose curve; in most records, active means well fitted curve in the direction sought with a large enough effect; inconclusive means small, poorly fitted or top-dose-only effect, or another doubt; inactive means no such curve, though single readings can be large; an effect the other way counts as inactive or inconclusive. Unless noted, on the % scale 0 is the no-effect control and ±100 the full control effect.

SMILES | Eya2 phos inh | PKM2 activator | Giardia killer | GALK inh | FBPA coupling cs | USP2a block | BCR signal inh | B2AR arrestin | KCNH2 3.1 inh | hERG WT inh | uPA generation
CSc1ncnc2c1ccn2CC(=O)Nc1ccc(C)c(C)c1 | 10% | . | 7 | . | . | 1% | -4% | 0.1% | -17 | -3 | -13%
C=CCN1C(=O)c2ccc(C(=O)NCC(=O)Nc3c(C)cc(C)cc3C)cc2C1=O | 20% | . | -18 | . | . | 2% | 0% | -0.1% | -9 | 18 | -8%
O=S1(=O)CC(O)C(NCc2cccnc2)C1 (configuration not stated) | 13% | -5% | 14 | -4% | 1 | -1% | ? | 0.1% | 13 | -15 | 8%
O=C(NCC1CCCCC1)C1CCN(C(=O)NC2CCCCC2)CC1 | 16% | -1% | 1 | 0% | -3 | 1% | 4% | -0.4% | -8 | -21 | .
O=C(NNC(=O)C1CCN(Cc2ccc(F)cc2Cl)CC1)Nc1ccc([N+](=O)[O-])cc1 | -4% | -1% | 0 | 3% | 4 | 2% | -1% | 0.0% | -21 | . | -11%
CCn1ncc(C2C(C(=O)Nc3ccc(C)cn3)=C(C)NC3=C2C(=O)CCC3)c1C (configuration not stated) | 1% | 0% | -9 | 0% | -1 | 0% | 0% | 8.8% | -4 | -9 | 11%
Cc1ccc(S(=O)(=O)N(CCC#N)CCN2CCCC2)cc1 | 7% | 1% | 7 | 2% | -1 | 3% | 0% | -0.3% | -7 | 7 | -1%
COc1ccc(C(=O)n2nc(C)cc2C)cc1Br | -20% | -6% | 4 | -2% | 3 | 4% | ? | -0.4% | -23 | -9 | .
O=C(O)c1cc(C(=O)C2CCCCC2)c[nH]1 | -22% | 3% | -2 | 0% | 1 | 3% | ? | 3.8% | 9 | -13 | 2%
COc1cc(C2N(C)C(=O)c3ccccc3N2C)ccc1O (configuration not stated) | -7% | -1% | 6 | -9% | 1 | 2% | . | 0.1% | 3 | 11 | 2%
O=C(COC(=O)CCc1ccccc1)Nc1cc([N+](=O)[O-])ccc1F | -4% | -1% | 12 | 4% | 0 | 0% | ? | -0.3% | -6 | 2 | 4%
COc1cccc(N=c2oc3c(C)ncc(CO)c3cc2C(=O)Nc2ccccc2OC)c1 | 0% | 1% | . | -3% | 0 | -1% | -6% | 4.5% | . | . | .
COc1ccccc1NC(=O)CSc1nc2[nH]ncc2c(=O)[nH]1 | 12% | . | 9 | . | . | 1% | ? | 0.4% | -10 | -1 | -6%
O=C(CN1CCOCC1)Nc1c(-c2ccccc2)c2cc(Br)ccc2[nH]c1=O | -12% | 4% | -8 | -4% | -2 | 3% | 0% | 0.0% | 4 | 37 | .
O=C(COC(=O)CCC(=O)c1cccs1)Nc1ccc(F)c(F)c1F | 5% | . | -26 | . | . | 1% | 3% | -0.3% | -6 | -12 | 15%
CCCCN(C)C(=O)c1cc2cc3ccc(OC)cc3nc2o1 | -12% | . | -9 | -2% | 2 | 0% | -8% | -0.4% | 1 | -9 | -18%
O=C(Nc1nccs1)c1ccc2ccccc2n1 | ? | . | -17 | 6% | 0 | 3% | ? | ? | 5 | 1 | -10%
CC1Oc2ccccc2N(CC(=O)N2CCc3ccccc32)C1=O (configuration not stated) | 8% | 2% | 3 | 1% | 4 | 2% | -8% | -0.3% | 23 | 8 | 4%
O=C(CN1C(=O)S/C(=C/C=C/c2ccccc2)C1=O)Nc1ccc(C(=O)O)cc1 | -13% | 5% | -13 | -3% | 1 | 3% | -17% | -0.2% | 9 | 3 | -2%
CCCN(C(=O)C1=COCCO1)c1c(N)n(Cc2ccccc2)c(=O)[nH]c1=O | 4% | . | -12 | . | . | -1% | -1% | 0.2% | -1 | -4 | 3%
CNC(=O)C1(CC(C)C)C=CCN1C(C)=O (configuration not stated) | 6% | 4%&3% | 1 | . | 4&-8 | -1% | 3% | 0.1% | 10 | 3 | 14%
O=C(N/N=C/c1cccnc1)c1cccc(S(=O)(=O)Nc2cccc(Cl)c2)c1 | -13% | -2% | 4 | 0% | 1 | -1% | 1% | -1.2% | 11 | -30 | 9%
CC(C)(C)c1ccc(OCC(=O)NNC(=O)c2cccnc2)cc1 | -3% | -1% | 3 | 0% | 3 | 1% | 15% | 0.0% | 9 | -25 | 0%
COc1cccc(-n2c(Cn3nc(C(F)(F)F)cc3C)n[nH]c2=S)c1 | 9% | -5% | -3 | 1% | 5 | 1% | 1% | -0.4% | -8 | 2 | 3%
CC(C)C(C)NC(=O)COC(=O)/C=C/c1ccc(S(=O)(=O)N2CCc3ccccc32)cc1 (configuration not stated) | 3% | -3% | -13 | 7% | 0 | 3% | 0% | -0.9% | -4 | 0 | 5%
COc1ccc(NS(=O)(=O)c2ccc(SC)cc2)cc1 | -4% | -21% | 43[activator] | 0% | -4 | -2% | ? | 0.0% | 4 | -13 | -33%
CNC[C@@H]1Oc2ccc(NS(=O)(=O)c3ccc(Cl)cc3)cc2C(=O)N([C@H](C)CO)C[C@@H]1C | -3% | . | -2 | . | . | 8% | 1% | 0.2% | 0 | 3 | 1%
COC(=O)c1ccc2c(c1)SC1=C(CCCC1=O)N2 | -12% | -2% | 14 | -1% | -5 | 3% | ? | -0.9% | -27 | -10 | -8%
O=C(NCC(=O)N(c1ccccc1)C(C(=O)NC1CCCCC1)c1ccncc1)c1ccco1 (configuration not stated) | 14% | 21% | 2 | -2% | 1 | -1% | -2% | -0.2% | 13 | -3 | -4%
CCOC(=O)[C@H]1[C@H]2COc3ccc(Br)cc3[C@@H]2N2C(=O)c3ccc(C)cc3NC(=O)[C@@]12C | -12% | . | -11 | . | . | -4% | 0% | 0.0% | -31 | -6 | 3%
COc1ccc(CCn2c(=N)c(C(=O)NCCN3CCOCC3)cc3c(=O)n4cccc(C)c4nc32)cc1OC | 15% | . | 30[activator] | 3% | . | -1% | -12% | 0.1% | -10 | 3 | ?
CCc1ccc(OCC(=O)N2CC(C(=O)OC)Oc3ccccc32)cc1 (configuration not stated) | -19% | . | 16 | 0% | -7 | 4% | 9% | -0.5% | -15 | 2 | -17%
O=C(Nc1ccncc1)c1cc(S(=O)(=O)N2CCCC2)ccc1Cl | 5% | . | -3 | . | . | 4% | -7% | -0.2% | 10 | 5 | -4%
O=C(COc1ccc(-n2cnnn2)cc1)Nc1cccc(Cl)c1Cl | -20% | . | 28 | 1% | 0 | 1% | 5% | -0.6% | 9 | -2 | 0%
O=C(NCCN1CCN(c2ccccc2)CC1)c1cccc(Br)c1 | 19% | -7% | -2 | -2% | 0 | -8% | 4% | -1.0% | -10 | 1 | .
Cc1ccc(NC2SC(=O)N(CC(=O)O)C2=O)cc1 (configuration not stated) | -22% | -6% | -1 | 0% | 3 | 0% | ? | 0.2% | 0 | -2 | 11%
Cc1nc2ccccc2c(=O)n1NC(=O)/C=C/c1ccc(Br)cc1 | -1% | 2% | -2 | 3% | -3 | 3% | 6% | -0.9% | 4 | -9 | 3%
CCOCC(=O)Nc1nc2ccc(OC)cc2s1 | -12% | -7% | -18 | 1% | 0 | 2% | ? | -0.7% | -14 | -6 | -5%
CCN(C(=O)COC(=O)/C=C/c1ccc(O)c(OC)c1)C1CCS(=O)(=O)C1 (configuration not stated) | 4% | -3% | -17 | 0% | -6 | 1% | 7% | 11% | 4 | 3 | -3%
O=C(CCCOc1ccccc1)Nc1ccc2c(c1)OCCO2 | 16% | -5% | -3 | -6% | 2 | -6% | -14% | 0.0% | 2 | 6 | 3%
COc1ccc(-c2cc(-c3ccccc3)nc(=O)[nH]2)cc1 | -16% | 4% | -9 | -2% | 0 | 1% | 3% | -0.2% | 19 | -1 | 1%
CCN(CCCNC(=O)CCn1c(=O)[nH]c2ccccc2c1=O)c1cccc(C)c1 | -8% | 1% | 5 | -1% | -1 | 3% | 1% | 0.5% | -27 | 2 | -1%
CC1CCN(C(=O)c2[nH]cnc2C(=O)Nc2nccs2)CC1 | 3% | . | -15 | . | . | -1% | 6% | 0.1% | -26 | 1 | 3%
COc1ccc(-n2nc3cc(C)c(NC(=O)CC(C)C)cc3n2)cc1 | -4%[15.4 µM] | -1% | . | 2% | 2 | 2% | 0% | -0.4% | . | . | .
COc1ccc2c(c1)c1nnc(SCC(=O)N3CCCCC3C)nc1n2C (configuration not stated) | -4% | 4% | 5 | -2% | -3 | 2% | -1% | 0.2% | 9 | 2 | 0%

2 of these compounds, set out differently:
> Cc1nc2ccccc2c(=O)n1NC(=O)/C=C/c1ccc(Br)cc1
  Eya2 phos inh = -1% | PKM2 activator = 2% | Giardia killer = -2 | GALK inh = 3% | FBPA coupling cs = -3 | USP2a block = 3% | BCR signal inh = 6% | B2AR arrestin = -0.9% | KCNH2 3.1 inh = 4 | hERG WT inh = -9 | uPA generation = 3%
> CCOCC(=O)Nc1nc2ccc(OC)cc2s1
  Eya2 phos inh = -12% | PKM2 activator = -7% | Giardia killer = -18 | GALK inh = 1% | FBPA coupling cs = 0 | USP2a block = 2% | BCR signal inh = ? | B2AR arrestin = -0.7% | KCNH2 3.1 inh = -14 | hERG WT inh = -6 | uPA generation = -5%

Source: PubChem BioAssay (National Center for Advancing Translational Sciences (NCATS))
